Bioassay records as filed in PubChem.
rCAG binder – binders of r(CAG) RNA repeats, primary screen, biochemical, fluorescence; actives 1.3% (n = 370,000); inhibition, % at 3 µM; r(CAG) RNA repeat, TO-PRO-1 dye displacement fluorescence;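 active = inhibition above the plate cutoff, the mean of all test compounds on that plate plus 3 SD, cut at about 35% in these data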;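 note: 0% = DMSO alone and 100% = 100 µM mitoxantrone as full dye displacement; higher means more dye released from RNA so lower well fluorescence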
FXN GAA850 act – FXN promoter activators, primary screen, cell-based, luciferase luminescence, HEK293 lucGAA850; HEK293 lucGAA850 FXN promoter luciferase reporter, 24 h; percent of 10 µM SAHA response; actives 0.56% (n = 360,000); AID 540364, 2011; activation, % at 6 µM;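 active = activation above the average of all compounds screened plus 3 SD, cutoff fixed separately per campaign, cut at about 7.5% in these data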;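 note: 0% = DMSO wells and 100% = 10 µM SAHA wells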
proKLK7 act – proKLK7 zymogen activators, primary screen, biochemical, fluorescence intensity; activation, % at 7 µM; AID 652039, 2013; purified proKLK7, EDANS-DABCYL substrate fluorescence; 100% is mature enzyme control, 0% vehicle; actives 0.9% (n = 370,000);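 active = activation above the mean of all tested compounds plus 3 SD, computed per campaign excluding outliers beyond control limits, cut at about 13% in these data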
Target sequence (P49862 whole entry, looked up): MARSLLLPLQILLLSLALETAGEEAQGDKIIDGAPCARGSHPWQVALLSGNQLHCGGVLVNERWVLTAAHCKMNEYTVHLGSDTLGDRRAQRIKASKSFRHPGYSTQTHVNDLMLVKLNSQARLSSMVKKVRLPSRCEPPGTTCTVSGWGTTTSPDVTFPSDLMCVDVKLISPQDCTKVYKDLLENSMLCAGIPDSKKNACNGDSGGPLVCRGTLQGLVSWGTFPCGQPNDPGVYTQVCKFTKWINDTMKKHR
GC-A act – GC-A stimulated cGMP production enhancers – HEK293 GC-A cells, cGMP TR-FRET, EC30 ANP, primary screen | 0% at EC30 ANP, 100% saturating ANP | Atrial natriuretic peptide receptor 1 (Homo sapiens), P16066 | actives 0.14% (n = 370,000) | activation, % at 10 µM; in the data active = activation above about 40%
Tn6 DDE FP – inhibitors of Tn6 peptide binding to fibrin DD(E), primary screen, biochemical, fluorescence polarization, human fibrin, Tn6 probe; Fibrin DD(E) TRITC-Tn6 fluorescence polarization displacement; inhibition, % at 8.3 µM; actives 0.21% (n = 370,000); AID 720509, 2013;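 active = inhibition above a per-campaign cutoff: mean of compounds within control limits plus 3 SD, cut at about 15% in these data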;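 note: 0% = median of all compound wells on the plate and 100% = blocking peptide control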
ADAM10 inh – human ADAM10 inhibitors, primary screen, biochemical, QFRET, HTS; Disintegrin and metalloproteinase domain-containing protein 10 (Homo sapiens), O14672; inhibition, % at 7 µM; actives 0.62% (n = 370,000); recombinant ADAM10, EDANS/DABCYL FRET peptide cleavage, 3 h;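 active = inhibition above a per-campaign cutoff equal to the mean of compounds falling between control-based bounds plus 3 SD, cut at about 20% in these data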;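 note: 0% = DMSO wells while the 100% control is not disclosed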
Target sequence (O14672 214-748 limits assumed): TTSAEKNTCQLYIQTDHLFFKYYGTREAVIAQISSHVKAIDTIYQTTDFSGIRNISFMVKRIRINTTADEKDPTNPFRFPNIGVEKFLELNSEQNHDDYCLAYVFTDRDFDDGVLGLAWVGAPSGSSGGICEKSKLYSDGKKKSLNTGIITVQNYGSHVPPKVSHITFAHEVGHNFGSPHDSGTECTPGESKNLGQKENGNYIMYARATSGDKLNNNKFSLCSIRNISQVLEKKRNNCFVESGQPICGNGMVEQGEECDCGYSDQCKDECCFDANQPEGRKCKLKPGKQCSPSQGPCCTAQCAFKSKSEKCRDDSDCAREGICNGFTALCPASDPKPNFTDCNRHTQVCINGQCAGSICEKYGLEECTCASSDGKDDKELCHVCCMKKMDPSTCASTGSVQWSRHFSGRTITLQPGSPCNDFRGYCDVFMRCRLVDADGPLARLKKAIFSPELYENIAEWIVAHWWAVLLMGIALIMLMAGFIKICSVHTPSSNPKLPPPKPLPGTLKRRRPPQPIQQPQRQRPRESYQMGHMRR
ASAP1 GAP inh – inhibitors of human ASAP1 ArfGAP activity, primary screen, biochemical, fluorescence polarization | actives 0.19% (n = 360,000) | inhibition, % at 16.5 µM | ASAP1-stimulated ARF1 GTP hydrolysis, GDP FP detection | Arf-GAP with SH3 domain, ANK repeat and PH domain-containing protein 1 (Homo sapiens), …; in the data active = inhibition above about 25%;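 note: 0% = vehicle with enzyme and substrate and 100% = no enzyme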
HGIII-sPLA2 inh – human group III sPLA2 inhibitors, primary screen, biochemical, QFRET, BODIPY PC-A2 liposome substrate. actives 0.56% (n = 370,000). QFRET BODIPY PC-A2 liposome hydrolysis, fluorescence. inhibition, % at 12.2 µM;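 active = inhibition above mean plus 3 SD of compounds lying within the high and low control bounds, cut at about 19% in these data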;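 note: 0% = median of test compound wells and 100% = no enzyme DMSO wells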
ARFGAP1 inh – inhibitors of rat ARFGAP1 GAP activity, primary screen, biochemical, fluorescence polarization, GDP tracer; AID 651572, 2012; ADP-ribosylation factor GTPase-activating protein 1 (Rattus norvegicus), Q62848; inhibition, % at 16.5 µM; actives 0.26% (n = 360,000); Arfgap1-stimulated ARF1 GTP hydrolysis, GDP FP detection;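 active = inhibition above a per-plate limit, mean inhibition of low control wells plus 3 SD, cut at about 25% in these data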;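 note: 0% = DMSO wells with enzyme and 100% = wells lacking Arfgap1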
Target sequence (Q62848 1-136 limits assumed): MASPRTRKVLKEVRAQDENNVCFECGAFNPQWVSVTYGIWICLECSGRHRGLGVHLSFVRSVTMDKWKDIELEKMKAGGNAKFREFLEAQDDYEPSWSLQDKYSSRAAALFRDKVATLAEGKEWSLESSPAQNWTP
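material = rat Arfgap1 catalytic domain, aa 1-136 | also added = human ARF1(Δ1-17)-GTP substrate | compound dosing = one concentration, 16.5 µM, DMSO 1.26% | times = GTP hydrolysis reaction 2 h at 25 °C | measured by = FP, GDP Alexa 633 tracer displaced from anti-GDP antibody, 620/688 nm | evaluation = percent inhibition of Arfgap1-stimulated GTP hydrolysis | replication = single well per compound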
GC-B act – human GC-B receptor activators, primary screen, HEK293 GC-B cells, cGMP TR-FRET, EC30 CNP; actives 0.11% (n = 370,000); Atrial natriuretic peptide receptor 2 (Homo sapiens), P20594; AID 1920062, 2024; 0% at EC30 CNP, 100% saturating CNP; activation, % at 10 µM;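 active = activation at 10 µM reaching about 35% in either raw or pattern-adjusted values, limit read from the data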
The depositor's hits bear a star; i = inactive; / = no result given.

SMILES	rCAG binder	FXN GAA850 act	proKLK7 act	GC-A act	Tn6 DDE FP	ADAM10 inh	ASAP1 GAP inh	HGIII-sPLA2 inh	ARFGAP1 inh	GC-B act
COc1ccc(-c2c(C(F)(F)F)[nH]n3c(=O)cc(-c4ccccc4)nc23)cc1	38*	-1.1	-3.0	10	0	-60	12	-14	4	-5
CCCc1nn(C)c(C(=O)Nc2ccc3ccccc3c2)c1Cl	3	5.1	0.5	2	8	3	-2	-3	3	-1
COc1cccc(NC(=O)CSc2nnc(Cc3ccc(C)cc3)c(=O)n2N)c1	4	1.5	-0.1	-5	7	7	0	-16	-9	7
Cc1ccc(C(C(=O)NC(C)(C)C)N(Cc2ccco2)C(=O)Cn2nnc(-c3cccs3)n2)cc1 (configuration not stated)	4	0.6	0.4	-5	0	-11	3	0	14	-3
O=[N+]([O-])c1ccc2c(c1)C=C1CCCCC1(N1CCCCC1)O2 (configuration not stated)	-1	1.2	-0.1	-4	6	-9	14	2	1	-3
COCCNC(=O)Cn1cnc2ccc(S(=O)(=O)N3CCC(C)CC3)cc2c1=O	0	-2.0	-0.5	4	-5	0	5	5	1	-2
COc1ccc(NC2CCCN(C(=O)c3ccc4nccnc4c3)C2)cc1OC (configuration not stated)	2	1.5	-0.7	-10	-4	-4	14	-2	0	-7
Cc1nn(CC(=O)N(C)Cc2ccc(F)cc2)c(C)c1[N+](=O)[O-]	-1	0.6	-0.2	-1	3	-4	2	8	7	2
COC(=O)c1ccc2ncccc2c1	-2	-0.1	0.7	1	-6	-22	6	-1	-5	-2
C/C(Cn1nnc([N+](=O)[O-])n1)=N\NC(=O)c1ccccc1	-2	3.7	-1.4	/	-7	-2	-3	1	1	/
CCN(CC)c1ccc(N2C(=NC(=O)C3CCCO3)SC3CS(=O)(=O)CC32)cc1 (configuration not stated)	-3	1.2	-0.6	6	1	1	-2	-1	9	6
CC1(C)NC(=O)N(CC(=O)OCC(=O)Nc2cccc(F)c2)C1=O	-1	0.3	-0.3	-5	-4	-5	9	3	8	-4
O=C(CN1C(=O)C2C3C=CC(C3)C2C1=O)OCC(=O)c1ccc(Cl)cc1 (configuration not stated)	-7	1.0	0.0	6	4	3	4	2	-2	-1
NC(=O)[C@@H]1CCCN1Cc1nc(-c2ccc(C(F)(F)F)cc2)no1	-5	-0.7	-0.8	-3	4	7	-7	1	0	0
Cn1c(=O)c(=O)n(C)c2cc(S(=O)(=O)N3CCOc4ccccc43)ccc21	3	-0.2	1.2	2	8	5	-2	0	-13	-3
CC1c2cc3c(cc2CCN1CC(=O)Nc1ccc(S(=O)(=O)N2CCCC2)cc1)OCCCO3 (configuration not stated)	0	0.1	0.5	1	-1	-9	11	-16	-18	-1
Cc1ccc(S(=O)(=O)N2CCCN(S(=O)(=O)c3ccc(C(F)(F)F)cc3)CC2)cc1	0	0.9	-0.7	1	1	6	7	2	-11	-3
Cc1ccc(-c2cc(C(=O)NN=Cc3ccccc3OCC(=O)O)[nH]n2)cc1	24	/	-0.2	5	-3	-8	/	-6	/	2
O=c1cc(-c2cccnc2)oc2c1ccc1ccccc12	5	2.3	-0.7	10	0	-180	-3	2	0	4
COc1ccc(-c2nc(CN3CCCC(C(=O)NC4CCCC4)C3)c(C)o2)cc1 (configuration not stated)	-10	2.0	0.9	-1	-6	-18	13	2	7	4
O=C(CCNS(=O)(=O)c1ccc2nsnc2c1)N1CCN(c2ccncc2)CC1	1	-0.2	-0.4	2	3	2	11	9	-3	5
COC(=O)c1ccc(N2CCC(C)CC2)c(N)c1	6	2.2	-0.7	5	-3	-6	3	2	-9	1
CCN(CC)S(=O)(=O)c1ccc(OC)c(NC(=O)CCS(=O)(=O)Cc2ccccc2)c1	2	-0.7	0.6	-1	0	-13	-14	-8	6	-6
CCOC(=O)c1c(C)[nH]c(C(=O)CSc2nnc(C3CC3)n2N)c1C	2	2.2	0.0	-1	2	0	-20	-7	5	1
Nc1nc(NCCO)nc(NC2CCCCC2)c1[N+](=O)[O-]	-4	5.1	0.0	11	2	2	-14	-6	-11	8

The final 2 entries of the part above are carried over, then new ones follow:
SMILES	rCAG binder	FXN GAA850 act	proKLK7 act	GC-A act	Tn6 DDE FP	ADAM10 inh	ASAP1 GAP inh	HGIII-sPLA2 inh	ARFGAP1 inh	GC-B act
CCOC(=O)c1c(C)[nH]c(C(=O)CSc2nnc(C3CC3)n2N)c1C	2	2.2	0.0	-1	2	0	-20	-7	5	1
Nc1nc(NCCO)nc(NC2CCCCC2)c1[N+](=O)[O-]	-4	5.1	0.0	11	2	2	-14	-6	-11	8
Cc1nc(-c2cccc(NS(=O)(=O)c3ccccc3)c2)cs1	-1	4.0	0.3	-3	6	1	6	-15	5	7
COc1ccc(S(=O)(=O)Nc2cccc3ccc(O)cc23)cc1	8	-0.4	0.3	-2	-1	3	6	-35	10	-7
Cc1[nH]c2c(C)cccc2c(=O)c1Br	1	1.1	0.1	7	4	-6	-3	4	4	4
Cc1nc(N2CCN(c3ccccc3O)CC2)c2c(-c3ccccc3)csc2n1	11	-0.6	0.1	-5	-4	0	4	1	-15	2
C=CCOC(=O)N1CCC2CC1c1cc(-c3ccc(OC)cc3)ccc12 (configuration not stated)	1	0.7	0.5	3	3	7	-7	-5	8	-2
O=C(CN1C(=O)COc2ccccc21)NC1CCCC1	1	-1.2	-0.4	-2	-14	-7	-2	7	3	2
COC(=O)C1(C)CCCC2(C)C1CCC13OCC(CC21)C(O)(C(C)C)C3O (configuration not stated)	-2	-3.3	-0.3	2	-1	-8	7	-7	18	2
CCCCNC(=O)C1CCC(=O)N1CCc1ccccc1 (configuration not stated)	-2	0.8	0.0	1	3	-1	0	6	13	8
O=C(NCc1ccccc1Cl)C(=O)NCC(c1ccco1)N1CCOCC1 (configuration not stated)	-2	1.3	0.3	2	-5	4	9	1	-6	0
OCCC1CN(Cc2cnc(-c3ccc(Cl)cc3)nc2)CCN1C1CCCCC1 (configuration not stated)	0	-0.2	-0.6	-2	-9	-12	7	16	9	-9
CCOC(=O)CC[C@H]1CC[C@]2(CCCN(C(=O)c3ccco3)C2)O1	0	/	0.3	4	3	-12	/	9	/	-1
O=S(Cc1cc(Sc2ccccc2)nc(-c2ccccc2)n1)c1ccccc1 (configuration not stated)	0	4.0	0.3	-2	-1	6	6	0	9	-3
Cc1c(C)n(C)c2ccc(C(=O)NCc3cccs3)cc12	13	0.9	-1.7	4	35*	-30	-8	-4	-13	-1
O=S(=O)(Cc1cc(N2CCOCC2)nc(-c2ccccn2)n1)c1ccccc1	-6	-0.3	-0.5	3	4	-29	-16	5	10	3
O=C(O)C1CCN(C(=O)Cc2ccccc2)CC1	1	0.3	-0.2	-1	1	2	-11	6	3	3
COc1cc(-c2nnc(COC(=O)c3ccc(C)o3)o2)cc(OC)c1OC	7	1.1	-0.4	1	8	-4	-2	0	-18	-1
O=C(CCNc1n[nH]c(=O)[nH]c1=O)N/N=C\c1cccc(OCc2ccccc2)c1	11	0.8	0.1	-3	1	-5	12	-8	9	-6
O=C(NCc1cccs1)c1cc(S(=O)(=O)N2CCOCC2)ccc1N1CCCC1	1	0.6	0.4	0	3	-16	-4	7	-6	-3
CCNc1nnc(-c2ccccc2OC)s1	-1	/	4.1	7	1	i	-14	0	1	2
Cc1cc2c(=O)n(C)c(SCC(=O)Nc3cccc(F)c3)nc2s1	2	0.4	0.0	-1	12	-6	2	6	-11	0
CCOC(=O)CC1C(=O)NCCN1C(=S)NC(=O)c1ccccc1OC (configuration not stated)	-1	2.7	0.0	1	-7	1	-2	-2	-1	0
CCOC(=O)N1CCC(N2C(=O)c3cc(C(=O)NC4CCCCC4)ccc3C2O)CC1 (configuration not stated)	-1	0.8	-0.6	/	14	-12	10	0	-14	/
CCOC(=O)Cc1csc(NC(=O)/C=C/c2ccco2)n1	2	2.3	0.6	-1	4	-22	7	6	2	1
Cc1cccc(Nc2ccccc2)c1	-1	2.9	-0.2	2	0	8	11	2	6	14
CN1CCN(c2oc(Cc3cccc4ccccc34)nc2C#N)CC1	-1	0.8	-0.7	3	9	-5	-5	10	-2	1
Cc1ccc(NC(=O)Cn2cnc3sc(C(=O)NCc4ccco4)c(C)c3c2=O)cc1Cl	26	-0.5	0.5	0	-7	6	4	-32	4	-11
Oc1cccc(/C=N\Nc2nncc(-c3ccccc3)n2)c1	4	3.7	0.2	-2	3	1	1	-5	-11	-2

Whole records, quoted from the list.
`Cc1ccc(-c2cc(C(=O)NN=Cc3ccccc3OCC(=O)O)[nH]n2)cc1` in the list: rCAG binder: 24; FXN GAA850 act: /; proKLK7 act: -0.2; GC-A act: 5; Tn6 DDE FP: -3; ADAM10 inh: -8; ASAP1 GAP inh: /; HGIII-sPLA2 inh: -6; ARFGAP1 inh: /; GC-B act: 2
`COc1ccc(-c2nc(CN3CCCC(C(=O)NC4CCCC4)C3)c(C)o2)cc1` (configuration not stated) in the list: rCAG binder: -10; FXN GAA850 act: 2.0; proKLK7 act: 0.9; GC-A act: -1; Tn6 DDE FP: -6; ADAM10 inh: -18; ASAP1 GAP inh: 13; HGIII-sPLA2 inh: 2; ARFGAP1 inh: 7; GC-B act: 4
`O=C(NCc1cccs1)c1cc(S(=O)(=O)N2CCOCC2)ccc1N1CCCC1` in the list: rCAG binder: 1; FXN GAA850 act: 0.6; proKLK7 act: 0.4; GC-A act: 0; Tn6 DDE FP: 3; ADAM10 inh: -16; ASAP1 GAP inh: -4; HGIII-sPLA2 inh: 7; ARFGAP1 inh: -6; GC-B act: -3

Shown as a hit in Tn6 DDE FP (from the list above):
Structure,FXN GAA850 act,proKLK7 act,GC-A act,Tn6 DDE FP,ADAM10 inh,ASAP1 GAP inh,HGIII-sPLA2 inh,ARFGAP1 inh,GC-B act
Cc1c(C)n(C)c2ccc(C(=O)NCc3cccs3)cc12,0.9,-1.7,4,35*,-30,-8,-4,-13,-1

Compounds were not picked by outcome; overall some 4.5% were active at least once.
